D3 ag – agonists of human D3 dopamine receptor; P35462; D3R DiscoveRx beta-arrestin cells, luminescence, 90 min; max activation, %; 0.58% of 410,000 active; AID 652048; in the data active = max activation above about 30%; also: 0% is about no effect; mostly tested at two doses, the higher about 12 µM
Target sequence (P35462 whole entry, looked up): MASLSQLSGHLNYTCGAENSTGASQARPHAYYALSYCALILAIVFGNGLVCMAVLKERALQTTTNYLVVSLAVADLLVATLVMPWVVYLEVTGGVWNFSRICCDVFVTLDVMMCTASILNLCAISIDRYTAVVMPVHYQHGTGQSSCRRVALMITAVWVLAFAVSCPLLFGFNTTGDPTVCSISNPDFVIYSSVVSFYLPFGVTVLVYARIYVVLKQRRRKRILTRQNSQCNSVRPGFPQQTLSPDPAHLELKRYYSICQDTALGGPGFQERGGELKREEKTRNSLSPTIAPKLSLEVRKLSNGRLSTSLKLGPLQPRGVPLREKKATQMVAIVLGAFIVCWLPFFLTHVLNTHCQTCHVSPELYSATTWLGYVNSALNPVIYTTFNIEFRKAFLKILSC
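Cells at 1500/well, incubated overnight, then treated with pinned compounds (dopamine as control) for 90 min at 37 degrees C. DiscoveRx reagent added for 30 - 60 minutes at room temperature; luminescence read.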
IL1B secr inh – blocks inflammasome-driven IL-1 beta release; THP-1 LPS/ATP IL-1B secretion, AlphaLISA, 16 h; stronger effect = lower value; activity change, % at 57.5 µM; 4.7% of 360,000 active; AID 743279; in the data active = activity change below about -50%; inconclusive = mostly about -30% to -49%; also: % is scaled to controls: 0 for no effect and ±100 for the full control effect
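Secreted IL-1B measured by AlphaLISA bead assay after 16 h compound exposure of THP-1 cells; compounds (final up to 57.5 uM) added 1 h before LPS (250 ng/mL) and ATP (1.25 mM) stimulation; lower signal means less secretion.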
HT1080 IDH1KD tx – toxicity to HT-1080 IDH1 knockdown cells (counter line); HT-1080 IDH1 knockdown viability, ATP luminescence, 48 h; Potency, µM (top dose mostly 46.1 µM), without a hit: at the highest dose activity, negative = toxicity, hits mostly cytotoxic; 2% of 360,000 active;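 also: potency is read from the fitted curve at half-maximal effect; 0% = DMSO wells and -100% = cell-free medium wells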
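Viability of IDH1-knockdown HT-1080 fibrosarcoma cells was assessed by CellTiter-Glo after 48 h at 37 °C with titrated compound; concentration-effect curves were classified by fit quality and response size.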
KB-3-1 cytotox – kills parental KB-3-1 adenocarcinoma cells; KB-3-1 viability, CellTiter-Glo ATP luminescence, 72 h; Potency, µM (top dose mostly 46.1 µM), inactives show at the top dose activity change, negative = cytotoxic, actives largely listed as cytotoxic; 1.4% of 400,000 active; AID 1347075; also: potency is read from the fitted curve at half-maximal effect; % is scaled to controls: 0 for no effect and ±100 for the full control effect; nearly all actives have a fitted effect of over 60% in size
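72 h, 37 °C compound treatment of KB-3-1 parental cells; CellTiter-Glo added, 10 min, luminescence read. Data corrected against DMSO-only plates and normalized before curve fitting.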
HT1080-NT tox – kills 2HG-producing HT-1080-NT fibrosarcoma cells; HT-1080-NT fibrosarcoma viability, CellTiter-Glo ATP luminescence, 48 h; Potency, µM (titrated, usually from 46.1 µM), inactives show top-dose activity, negative = less viability, hits mostly cytotoxic; 1.6% of 360,000 active;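 also: NT is the 2HG producing partner of a matched IDH1 knockdown line; potency is read from the fitted curve at half-maximal effect; 0% = DMSO-treated cells and -100% = media-only wells without cells; nearly all actives have a fitted effect of over 55% in size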
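HT-1080-NT fibrosarcoma cells (2HG-overproducing), 750 cells/well in RPMI with 5% FBS, dosed after 2 h and incubated 48 h at 37C. CellTiter-Glo luminescence normalized to DMSO and no-cell wells; concentration-response curves fitted and classed.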
KB-V1 cytotox – KB-V1 MDR subline cytotoxicity | 3.4% of 400,000 active | Potency, µM (series often up to 46.1 µM), without a hit: top-dose activity change, negative = cytotoxicity, usual class: cytotoxic | KB-V1 MDR cells viability, CellTiter-Glo, 72 h; also: potency is read from the fitted curve at half-maximal effect; % is scaled to controls: 0 for no effect and ±100 for the full control effect; nearly all actives have a fitted effect of over 60% in size
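Cells of the MDR subline KB-V1 are plated, dosed with compound at multiple concentrations, and incubated 72 h at 37 degrees C; CellTiter-Glo is then added and luminescence read after 10 min.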
SW480 rerep – inducers of DNA re-replication in SW480 colon cancer cells; SW480 DNA re-replication, Hoechst DNA content imaging, 48 h; Potency, µM (top dose mostly 46.1 µM), inactives show at the highest dose re-replication activation, usual class: activators; 1.8% of 340,000 active; also: potency is read from the fitted curve at half-maximal effect; % of control where 0% means no effect; nearly all actives have a fitted effect of over 55% in size
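Cells (250 per well) received 23 nL compound or DMSO by pin tool and were kept 48 hr at 37 C, 5% CO2. Nuclei were then stained with Hoechst for 40 min and scanned for DNA content.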
GLP1R cytotox – cytotoxicity in counter-screen for GLP-1R inverse agonists. 0.13% of 410,000 active. HEK293 cAMP-luciferase reporter cells, luminescence, 24 h. Potency, µM (highest dose often 38.3 µM), for the others: at the top dose activity change, negative = inhibition, usual class: inhibitors;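 also: loss of luciferase light is scored as toxicity; potency is read from the fitted curve at half-maximal effect; % is scaled to controls: 0 for no effect and ±100 for the full control effect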
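Cells in DMEM/10% Nu serum/1% pen-strep, 1536-well format. Pre-incubated 12 h, dosed with 23 nL compound, incubated a further 24 h. Luciferase detection, 12 min at room temp, luminescence.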
MCF10A rereplic – DNA re-replication induction in MCF 10a cells; MCF 10A DNA re-replication, Hoechst nuclear intensity, 48 h; Potency, µM (series often up to 46.1 µM), without a hit: at the top dose activity, positive = re-replication, actives largely listed as activators; 2.9% of 350,000 active; AID 624296; also: potency is read from the fitted curve at half-maximal effect; % of control where 0% means no effect; nearly all actives have a fitted effect of over 50% in size
* marks the source's active call; other numbers are inactive results; ? = inconclusive; / = not tested or not shown; & = joins results of further samples; [ ] = remark or other dose. Unless noted, calls follow the shape of the dose curve; as a rule, active = well fitted curve in the direction sought with a large enough effect; inconclusive = small, poorly fitted or top-dose-only effect, or another doubt; inactive = no such curve, though single readings can be large; an effect the other way counts as inactive or inconclusive.

SMILES	D3 ag	IL1B secr inh	HT1080 IDH1KD tx	KB-3-1 cytotox	HT1080-NT tox	KB-V1 cytotox	SW480 rerep	GLP1R cytotox	MCF10A rereplic
C[C@@H]1CN([C@H](C)CO)C(=O)c2cc(-c3ccc(F)cc3)cnc2O[C@H]1CN(C)C(=O)c1ccc(F)cc1	-7.1	-10.1	-3.9%	7.4%	-0.8%	8.9%	/	-7.7%	/
Cc1csc(=O)n1CC(=O)Nc1nc2ccccc2s1	-3.7	-0.5	0.7%	2.1%	-0.4%	?	-2.9%	11.4%	-2.0%
CCC1CCCCN1CCCNC(=O)c1nn(C)c2c1CS(=O)(=O)c1ccccc1-2 (stereo not drawn)	0.1	-4.1	3.2%	-7.1%	-3.4%	10.9%	?	-7.9%	15.4%
COc1ccccc1N1CCCSC1=Nc1ccccc1	-3.1	10.7	0.7%	-25.9%	1.0%	-26.1%	/	-33.8%	/
COc1cc(OC)cc(C(=O)N2CCN(Cc3ccccc3C(F)(F)F)CC2)c1	-4.7	-4.3	-28.9%	-5.5%	-7.8%	14.6µM*	6.7%	-1.2%	15.0%
CCn1cc(C2N3CC4(CC)CN2CC(CC)(C3)C4=O)c2ccccc21 (stereo not drawn)	3.7	/	/	9.3%	/	4.1%	/	-2.2%	/
Cc1cc(C(F)F)nn1CC(=O)Nc1cc([N+](=O)[O-])ccc1F	2.7	-4.7	1.6%	0.0%	2.5%	?	-386.9%[inhibitor]	19.0%	-1.9%
O=C(CSc1cn(CCNC(=O)c2ccccc2F)c2ccccc12)Nc1ccccc1F	5.7	/	/	2.1%	/	-3.4%	/	-4.8%	/
Cc1ccc(NC(=O)c2ccc(S(=O)(=O)N3CCCC3)cc2)nc1	2.6	15.6	1.2%	-4.8%	7.6%	-5.4%	1.5%	-6.3%	?
CC(=O)c1ccc(N(C(=O)c2csnn2)C(C(=O)NC2CCCC2)c2ccccc2)cc1 (stereo not drawn)	2.7	2.2	-5.3%	0.0%	-2.0%	-2.8%	16.5%	-2.0%	32.9%
O=C(Cc1ccccc1)NCCc1cnc[nH]1	6.7	16.7	6.8%	12.2%	-4.0%	28.1%	1.4%	-1.8%	-2.7%
Cc1nnc(N(C(=O)c2cnccn2)c2ccccc2)s1	6.5	5.6	-0.6%	?	-1.4%	1.5%	-8.3%	13.5%	-4.0%
O=C(Nc1ccc(N2CCCC2)c(Cl)c1)c1ccco1	-9.7	?	-17.3%	-7.9%	0.0%	?	-8.7%	4.8%	-4.5%
COc1cc(OC)c2c(C)cc(=O)oc2c1C(CCN1CCOCC1)c1ccc2c(c1)OCO2 (stereo not drawn)	-60.2	-25.2	-11.6%	-26.8%	-6.2%	-2.7%	-1.9%	-44.8%	16.1%
CCOc1cc(C(C#N)N2CCCCC2)ccc1OC (stereo not drawn)	4.1	-3.6	4.7%	?	4.4%	8.7%	-0.9%	-6.7%	4.0%
Cc1onc(-c2ccccc2)c1C(=O)OCC(=O)Nc1ccccc1	-2.6	3.8	-9.9%	-4.8%	-8.0%	0.0%	?	19.1%	15.4%
COc1ccc(-c2[nH]ncc2CN(C)Cc2c(C)n[nH]c2C)c(OC)c1	2.4	0.2	-2.1%	-7.2%	12.5%	3.2%	-4.4%	-1.8%[7.66 µM]	-2.2%
Cc1ccc(O)c(C(=O)c2coc(=N)c(C(=O)NC(C)C)c2)c1	-10.6	-2.9	11.8%	16.8%	7.4%	?	4.2%	4.2%	11.8%
O=C(CSc1nc2ccccc2s1)Nc1nccs1	-6.8	76.3	1.0%	-0.4%	-4.1%	2.6%	-19.5%	7.1%	3.1%
O=C(NCc1cccnc1)C(=O)N/N=C/c1ccccc1[N+](=O)[O-]	1.3	-15.7	3.9%	0.1%	-1.2%	8.9%	-0.4%	4.0%	2.5%
CC1=C(SCc2ccccc2)C(=O)c2ccccc2C1=O	-15.1	-69.9*	25.9µM*	?	9.2µM*	?	3.66µM*	-7.6%	3.66µM*
Cc1ccc2oc(-c3cc(NC(=O)c4oc5ccccc5c4C)ccc3Cl)nc2c1	-10.4	/	/	1.0%	/	?	/	-1.5%	/
COCCN1CCN(Cc2nc(Cc3ccc(OC)c(OC)c3)no2)CC1	-5.9	2.1	6.1%	1.1%	-4.2%	3.0%	-7.3%	-9.1%	-3.3%
CCCCn1c(N)c(N(CC(C)C)C(=O)Cn2c(=O)cnc3ccccc32)c(=O)[nH]c1=O	-5.7	-2.8	-0.4%	-4.2%	-7.0%	-1.6%	-372.4%[inhibitor]	-6.4%	5.5%
Cc1ccc(C)c(Cn2c3ccccc3c3cnn(CC(=O)NCC(C)c4ccccc4)c(=O)c32)c1 (stereo not drawn)	-11.8	/	/	-2.7%	/	1.9%	/	-5.2%	/

Profiles from above. Order of values: D3 ag | IL1B secr inh | HT1080 IDH1KD tx | KB-3-1 cytotox | HT1080-NT tox | KB-V1 cytotox | SW480 rerep | GLP1R cytotox | MCF10A rereplic
`CCOc1cc(C(C#N)N2CCCCC2)ccc1OC` (stereo not drawn) is listed with 4.1 | -3.6 | 4.7% | ? | 4.4% | 8.7% | -0.9% | -6.7% | 4.0%
`CCCCn1c(N)c(N(CC(C)C)C(=O)Cn2c(=O)cnc3ccccc32)c(=O)[nH]c1=O` is listed with -5.7 | -2.8 | -0.4% | -4.2% | -7.0% | -1.6% | -372.4%[inhibitor] | -6.4% | 5.5%
`Cc1ccc(NC(=O)c2ccc(S(=O)(=O)N3CCCC3)cc2)nc1` is listed with 2.6 | 15.6 | 1.2% | -4.8% | 7.6% | -5.4% | 1.5% | -6.3% | ?

Continued:
SMILES	D3 ag	IL1B secr inh	HT1080 IDH1KD tx	KB-3-1 cytotox	HT1080-NT tox	KB-V1 cytotox	SW480 rerep	GLP1R cytotox	MCF10A rereplic
CCC(NC(=S)NCc1ccccc1)C(=O)O (stereo not drawn)	3.1	9.1	-0.8%	10.5%	-4.5%	18.8%	-9.1%	4.0%	?
CSc1ccc(S(=O)(=O)NCC(=O)OC(C)C(=O)NCc2ccccc2)cc1[N+](=O)[O-] (stereo not drawn)	-4.8	13.2	-2.5%	?	-4.7%	-5.2%	-9.3%	-28.6%	?
CC(Nc1nc(C(F)(F)F)nc2ccccc12)c1cccs1 (stereo not drawn)	4.2	-63.4*	16.4µM*	?	20.6µM*	-18.5%	11.4%	-2.0%	?
O=C(NCc1ccccc1)c1ccc(NC(=O)C2CCC2)cc1	3.8	-20.9	8.3%	11.5%	17.4%	12.9%	1.7%	-17.5%	?
Cc1nc(N2CCN(C(=O)CCC(=O)O)CC2)c2c(C)c(C)sc2n1	15.1	17.4	17.6%	2.8%	10.0%	-6.0%	-5.3%	-19.6%	31.6%
O=C(NN1CCOCC1)c1ccc(Cl)s1	4.2	6.8	3.4%	?	1.9%	8.4%	1.3%	-7.0%	2.6%
COC(=O)C1=C(C)N(c2cc(Cl)cc(Cl)c2)C(=O)C1	1.8	-27.0	?	?	20.6µM*	?	?	-2.2%	18.0%
COc1cccc(-c2nc(CS(=O)CC(=O)NCc3ccccc3Cl)c(C)o2)c1 (stereo not drawn)	-4.1	14.0	1.3%	17.5%	4.0%	9.2%	-17.3%	-8.7%	0.1%
Cc1ccc(C)c(NC(=S)NCc2ccccc2)c1	-8.2	-3.3	4.1%	-0.9%	3.2%	7.9%	-1.2%	?	-0.1%
Cc1noc(C)c1C(=O)N1CCC1(C)C(=O)NS(=O)(=O)c1ccccc1C(F)(F)F (stereo not drawn)	-9.5	4.3	1.8%	0.0%	3.7%	1.5%	/	0.9%	/
CNC(=O)C(Sc1nc(C)nc2c1oc1ccccc12)C(C)=O (stereo not drawn)	1.1	2.8	?	0.0%	-1.9%[9.24 µM]	?	-2.9%	-15.5%	-1.4%
COC(=O)c1ccccc1NC(=O)Cn1cnc2c(cnn2-c2ccc(C)c(C)c2)c1=O	-9.6	2.5	4.4%	6.0%	5.5%	-7.2%	-9.5%	8.0%	2.3%
CC(=O)Nc1cccc(/C(C)=N/Nc2ccc(S(=O)(=O)Nc3ccccc3C(=O)O)cc2[N+](=O)[O-])c1	-17.4	0.0	3.3%	0.2%	5.5%	17.7%	-2.2%	?	12.5%
O=C(CSc1cn(CCNC(=O)c2c(F)cccc2F)c2ccccc12)Nc1ccccc1F	1.2	/	/	-20.7%	/	?	/	0.6%	/
CCNC(=O)COC(=O)c1cc(C)n(-c2ccccc2)c1C	3.3	7.4	0.4%	-9.2%	12.8%	-7.7%	?	-21.8%	13.1%
COc1cc2c(=O)n(CCc3ccccc3)c(=O)n(CC(=O)Nc3ccccc3)c2cc1OC	-1.0	/	/	-13.1%	/	-13.7%	/	11.9%	/
O=c1cc(-c2ccccc2)oc2cc(O)c(O)c(O)c12	9.1	1.3	-9.3%	?	-14.3%	3.1%&-11.2%	?	1.5%	16.1%
CC(NC(=O)C(=O)NCC1CCCO1)c1ccccc1 (stereo not drawn)	-2.7	2.0	18.7%	2.5%	8.6%	-5.5%	-2.7%	-1.8%	-2.8%
COc1ccc(C(=O)NCC(c2ccc(N(C)C)cc2)N2CCc3ccccc32)cc1OC (stereo not drawn)	-11.8	/	/	5.4%	/	-2.3%	/	-1.7%	/
COc1ccccc1N(CC(=O)NC1CCCCC1)C(=O)CNC(=O)c1cccs1	3.5	-13.2	1.5%	-11.8%	8.2%	-24.7%	1.9%	0.6%	5.5%
Cc1ccccc1C(=O)NC=C1C(=O)OC(C)(C)OC1=O	-2.9	-14.4	8.3%	2.7%	-5.2%	-1.2%	-10.5%	-7.1%	5.2%
CC(C)(C)C(=O)NC(C(N)=O)=C(Cl)Cl	3.7	15.1	-1.1%	6.9%	1.6%	?	6.8%	2.6%	1.2%
NC(=O)c1ncn([C@@H]2O[C@H](CNS(=O)(=O)c3cc(S(=O)(=O)c4ccccc4)cs3)[C@@H](O)[C@H]2O)n1	-25.0	0.8	0.1%	-4.6%	3.6%	12.8%	-23.4%	15.5%	-10.9%
COc1ccc(-c2c(C#Cc3ccsc3)c3cc(-c4ccc5c(c4)OCO5)ccc3n2C)cc1	2.0	9.2	0.9%	1.0%	-4.9%	0.0%	5.1%	-27.5%	-4.5%
